Screening results from PubChem BioAssay.
TRPC4 potent – allosterically enhances the mouse TRPC4 cation channel; 310,000 compounds, 0.42% hits; B-score at 10 µM; AID 2227; HEK293 TRPC4beta/mu-opioid, DAMGO EC20, Fluo-4 Ca2+ flux; active compounds read high; Q9QUQ5;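 active means B-score of calcium response area above 5 SD of library B-scores, with initial fluorescence ratio within 5 SD of library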;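 further: B-score of integrated fluorescence ratio over time as area under calcium response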
Target sequence (Q9QUQ5 whole entry, looked up): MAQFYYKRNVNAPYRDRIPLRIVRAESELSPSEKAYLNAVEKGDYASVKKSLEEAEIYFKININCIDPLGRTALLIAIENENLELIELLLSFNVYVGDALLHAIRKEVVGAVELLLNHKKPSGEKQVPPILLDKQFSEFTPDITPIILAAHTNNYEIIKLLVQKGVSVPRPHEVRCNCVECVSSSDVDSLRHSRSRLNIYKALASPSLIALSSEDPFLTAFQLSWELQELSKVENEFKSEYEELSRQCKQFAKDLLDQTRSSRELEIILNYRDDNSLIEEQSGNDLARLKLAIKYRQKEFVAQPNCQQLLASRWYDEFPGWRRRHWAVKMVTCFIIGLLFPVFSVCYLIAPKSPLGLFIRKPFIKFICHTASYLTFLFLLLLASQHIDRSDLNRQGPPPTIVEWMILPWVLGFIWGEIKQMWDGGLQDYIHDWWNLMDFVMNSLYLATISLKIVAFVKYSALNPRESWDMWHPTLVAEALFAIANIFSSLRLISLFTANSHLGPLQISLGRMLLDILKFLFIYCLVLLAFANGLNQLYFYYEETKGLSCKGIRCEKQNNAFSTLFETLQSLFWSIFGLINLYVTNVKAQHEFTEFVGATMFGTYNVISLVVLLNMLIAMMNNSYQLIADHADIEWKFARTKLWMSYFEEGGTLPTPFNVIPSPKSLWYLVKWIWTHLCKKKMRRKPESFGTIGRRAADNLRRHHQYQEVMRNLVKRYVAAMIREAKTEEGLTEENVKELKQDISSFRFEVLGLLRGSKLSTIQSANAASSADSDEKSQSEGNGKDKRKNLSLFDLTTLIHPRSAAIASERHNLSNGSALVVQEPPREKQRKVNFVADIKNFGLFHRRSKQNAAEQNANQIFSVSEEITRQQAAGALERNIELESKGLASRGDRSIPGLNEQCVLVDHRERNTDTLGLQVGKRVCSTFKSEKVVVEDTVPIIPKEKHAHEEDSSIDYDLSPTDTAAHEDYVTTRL
HIF activator – HIF pathway transcriptional activation | U2OS HRE-luciferase reporter, luminescence; normalized: DMSO 0%, desferrioxamine 100% | activation, % at 7.5 µM (by protocol) | 300,000 compounds, 0.32% hits;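 active means mean activation of at least 10% of the iron chelator positive control signal, with at least half of replicates also reaching 10%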
IEC-6 cytotox – counter-screen for KLF5 inhibitors: cytotoxicity in IEC-6 cells; IEC-6 cytotoxicity, luminescence viability; inhibition, % at 5 µM; 290,000 compounds, 0.78% hits; AID 1825; in the data active means inhibition above about 22%;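 further: 0% = plate median of test compound wells and 100% = cytotoxic reference compound wells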
aSyn 5UTR inh – 5' untranslated region of α-synuclein, MLPCN primary screen; alpha-synuclein 5'UTR reporter, inhibitor activity; inhibition, % (tested at 7.5 µM); 300,000 compounds, 0.82% hits; AID 1813; in the data active means inhibition above about 60%;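 further: H4 neuroglioblastoma cells stably carrying SNCA 5'UTR luciferase fusion; 0% = DMSO wells and 100% = positive control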
TRPC6 act – activates the mouse TRPC6 cation channel; HEK293-TRPC6 membrane potential dye fluorescence; active compounds read high; B-score at 10 µM; 310,000 compounds, 0.13% hits; AID 2550;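 active means B-score of the integrated fluorescence ratio above library mean plus 3 SD, and starting fluorescence ratio within library mean plus 5 SD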;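 further: higher score means more depolarization so channel activation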
KLF5 inh – inhibitors of KLF5 expression; DLD-1 KLF5 promoter-luciferase reporter, luminescence; inhibition, % at 5 µM; 290,000 compounds, 0.23% hits;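 active means inhibition above a per-plate limit of that plate's mean compound inhibition plus 3 SD, cut at about 60% in these data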;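 further: 0% = DMSO wells and 100% = LY294002 at 200 µM; higher means less KLF5 promoter-driven luciferase light; inactives centre near -14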
TRPC4 act – opens the mouse TRPC4 cation channel | B-score at 10 µM | HEK293 TRPC4beta/mu-opioid, Fluo4 calcium fluorescence; active compounds read high | 310,000 compounds, 0.49% hits;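 active means B-score above 5 SD of library B-scores, and initial fluorescence ratio not above library mean plus 5 SD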;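 further: positive B-score marks a calcium rise read as TRPC4 activation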
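Test system: HEK293 cells stably co-expressing mouse TRPC4beta and mu-opioid receptor | Schedule: Fluo4 dye loading 45 min at room temperature, 110 s recording | Measured by: Kinetic Fluo4 calcium fluorescence, 5 s baseline at 1 Hz | Evaluation: B score of integrated ratio | Controls: Buffer (low) and maximal DAMGO (high)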
MrgX1 antagonist – blocks BAM8-22 activation of human MrgX1 receptor; MRGX1-HEK293 calcium flux, Fluo-4, BAM8-22 antagonism; active compounds read low; B-score at 10 µM; 310,000 compounds, 1.3% hits;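 active means calcium-response B-score plate-corrected more than 3 library SD below zero, starting fluorescence within 5 deviations, no agonist response on first addition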;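 further: peak minus trough fluorescence over baseline after final BAM8-22 challenge near maximal dose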
SKKanGAS inh – inhibitors of SKKanGAS S. pyogenes growth in kanamycin (SK-promoter or general growth effect) | BacTiter-Glo, 6 h | inhibition, % at 7.5 µM | 300,000 compounds, 1.3% hits | AID 1662;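 active means mean replicate score, as percent of positive control median, at least 50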;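 further: strain carries kanamycin resistance gene driven by streptokinase promoter and grows in 40 µg/ml kanamycin; loss of luminescence reflects streptokinase promoter inhibition or plain growth inhibition; 0% = median of DMSO wells and 100% = positive control at its reference dose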
TRPC6 inhibitor – mouse TRPC6 channel inhibition | HEK293-TRPC6, membrane potential dye, ACh-evoked depolarization; active compounds read low | B-score at 10 µM | 310,000 compounds, 1.1% hits | AID 2553;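 active means B-score under library mean minus 3 SD, initial fluorescence not abnormally high, positive integrated signal ratio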;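 further: B-score derived from integrated fluorescence ratio over the kinetic read; more negative B-score means stronger inhibition of depolarization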
TRPC4 inh – blocks the mouse TRPC4 cation channel; Q9QUQ5; HEK293 TRPC4beta/mu-opioid, DAMGO-evoked Fluo4 calcium flux; active compounds read low; B-score at 10 µM; 300,000 compounds, 0.39% hits;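 active means B-score over 3 SD under the library average, no early fluorescence shift, positive overall ratio signal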
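Assay system: HEK293 cells with stable TRPC4beta plus mu-opioid receptor expression; Probe or stimulus: DAMGO in two steps, submaximal then maximal; Dosing: single-point compound dosing; Measured by: Fluo4 calcium-dye fluorescence, kinetic read; Read-out basis: B score from integrated Fluo4 fluorescence ratio.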
Active calls of the source: *; i = inactive; · = no result given.

1: Cc1ccc(C(=O)COC(=O)C2CC(=O)N(c3nc(-c4ccccc4)cs3)C2)cc1C (stereo not drawn)
2: CCOC(=O)c1cc(-c2csc(-c3ccc(C(F)(F)F)cc3)n2)on1
3: COC(=O)c1ccc(CN2CCN(Cc3ccc(F)cc3)C(CCO)C2)cc1 (stereo not drawn)
4: CCOc1ccccc1N1CCN(C(=O)c2ccc3[nH]c4c(c3c2)CCCC4)CC1
5: Cc1ccc(-c2nc(CS(=O)CC(=O)NC(C)CCc3ccccc3)c(C)o2)cc1 (stereo not drawn)
6: O=C(CN1CCC(Cc2ccccc2)CC1)NC(=O)NC1CCCCC1
7: O=C(c1ccc(F)cc1)N1CCN(c2ccccn2)CC1
8: COc1ccc(Oc2ccc(N/C=C3/CCCC3=O)cc2)cc1
9: O=C(NC1CC1)C1CCN(c2ncccn2)CC1
10: Cc1ccc(C2CC(c3cccs3)=NN2C(=O)CCl)cc1 (stereo not drawn)
compound no.,1,2,3,4,5,6,7,8,9,10
TRPC4 potent,i,i,i,i,i,i,i,i,i,i
HIF activator,0.0,1.1,-0.3,-3.3,0.5,-1.1,0.5,-0.8,-0.2,8.9
IEC-6 cytotox,-2,0,0,5,0,-4,1,8,-8,14
aSyn 5UTR inh,2,-20,15,13,22,26,-2,-19,12,-33
TRPC6 act,i,i,i,i,i,i,i,i,i,i
KLF5 inh,-15,-10,-11,-5,-14,-2,-52,-28,-17,-59
TRPC4 act,i,i,i,i,i,i,i,i,i,i
MrgX1 antagonist,i,i,i,i,i,i,i,i,i,i
SKKanGAS inh,14,15,-7,16,-2,11,-3,-8,29,10
TRPC6 inhibitor,i,i,i,i,i,i,i,i,i,i
TRPC4 inh,i,i,i,i,i,i,i,i,i,i

Overlap with the part before: 3 entries; new compounds follow.
8: COc1ccc(Oc2ccc(N/C=C3/CCCC3=O)cc2)cc1
9: O=C(NC1CC1)C1CCN(c2ncccn2)CC1
10: Cc1ccc(C2CC(c3cccs3)=NN2C(=O)CCl)cc1 (stereo not drawn)
11: C=C(Br)Cn1c(CC)nc2ccccc21
12: O=C(CCCc1ccccc1)Nc1ccccc1C(F)(F)F
13: O=C(CCC(=O)OCCCC(F)(F)C(F)(F)F)Nc1ccccc1
14: Cn1nnnc1SCC(=O)Nc1cc(C(=O)O)cc(C(=O)O)c1
15: N#CC(C(=O)Nc1ccccc1)=C1CCCCC1
16: COc1ccc(-c2noc(CN3CCN(c4ccccc4)CC3)n2)cc1
17: CC1=CC2=NC(=O)/C(=C\c3cc(C)n(-c4ccccc4)c3C)C(=N)N2O1
18: O=C(N/N=C/c1cc(Br)cc(Br)c1O)c1ccncc1
19: CCc1c(O)nc(SCC(=O)c2ccccc2)n(-c2ccccc2)c1=O
20: CC(=O)N1CCC(C(=O)N2CCN(S(=O)(=O)c3cccs3)CC2)CC1
compound no.,8,9,10,11,12,13,14,15,16,17,18,19,20
TRPC4 potent,i,i,i,i,i,i,i,i,i,i,i,i,i
HIF activator,-0.8,-0.2,8.9,-0.5,-1.2,-0.1,-0.5,0.8,0.0,-0.3,13*,1.7,0.0
IEC-6 cytotox,8,-8,14,-3,-4,1,1,2,4,8,24*,-4,2
aSyn 5UTR inh,-19,12,-33,-7,1,11,4,-5,11,-37,36,3,2
TRPC6 act,i,i,i,i,i,i,i,i,i,i,i,i,i
KLF5 inh,-28,-17,-59,-32,-47,-30,-9,-10,1,-33,78*,-33,-27
TRPC4 act,i,i,i,i,i,i,i,i,i,i,i,i,i
MrgX1 antagonist,i,i,i,i,i,i,i,i,i,i,i,i,i
SKKanGAS inh,-8,29,10,-4,2,-8,1,-4,-11,-25,69*,5,4
TRPC6 inhibitor,i,i,i,i,i,i,i,i,i,i,i,i,i
TRPC4 inh,i,i,i,i,i,i,i,i,i,i,i,i,i

4 structures from above, sorted by formula weight, largest number first.
18: O=C(N/N=C/c1cc(Br)cc(Br)c1O)c1ccncc1
20: CC(=O)N1CCC(C(=O)N2CCN(S(=O)(=O)c3cccs3)CC2)CC1
19: CCc1c(O)nc(SCC(=O)c2ccccc2)n(-c2ccccc2)c1=O
11: C=C(Br)Cn1c(CC)nc2ccccc21
compound no.,18,20,19,11
TRPC4 potent,i,i,i,i
HIF activator,13*,0.0,1.7,-0.5
IEC-6 cytotox,24*,2,-4,-3
aSyn 5UTR inh,36,2,3,-7
TRPC6 act,i,i,i,i
KLF5 inh,78*,-27,-33,-32
TRPC4 act,i,i,i,i
MrgX1 antagonist,i,i,i,i
SKKanGAS inh,69*,4,5,-4
TRPC6 inhibitor,i,i,i,i
TRPC4 inh,i,i,i,i

(more compounds)
21: CCOc1ccc2[nH]c(=O)c(CN(CCN3CCCC3)C(=S)Nc3ccccc3OCC)cc2c1
22: Cc1cccc(NC(=O)N2CCCC2C(=O)Nc2ccccc2)c1 (stereo not drawn)
23: Cc1cc(S(=O)(=O)Nc2c(C)ccc3nsnc23)ccc1F
24: CC(=O)N1CCc2cc(Br)cc(S(=O)(=O)N3CCCCC3)c21
25: COCCCNC(=S)NNC(=S)NCCCOC
26: Cc1noc(C)c1C(=O)N1CCC(Cc2ccccc2)CC1
27: CC1CCN(C(=S)c2ccc(-c3ccc(Cl)cc3Cl)o2)CC1
28: O=C(Cn1cnc(S(=O)(=O)N2CCCCC2)c1)N1CCN(c2ccc([N+](=O)[O-])cc2)CC1
29: Cn1c(NC(=O)c2ccco2)cc(=O)n(C)c1=O
30: CC(C)CCN=Cc1c(O)n(-c2ccccc2)c(=O)c2ccccc12
compound no.,21,22,23,24,25,26,27,28,29,30
TRPC4 potent,i,i,i,i,i,i,i,i,i,i
HIF activator,0.0,-0.4,-0.2,0.0,-0.4,-0.4,·,0.4,·,-0.6
IEC-6 cytotox,-8,0,-2,-2,22*,4,3,-9,-5,6
aSyn 5UTR inh,-4,27,12,0,16,4,-91,13,4,29
TRPC6 act,i,i,i,i,i,i,i,i,i,i
KLF5 inh,17,-1,-32,-58,-17,-33,9,5,-13,-11
TRPC4 act,i,i,i,i,i,i,i,i,i,i
MrgX1 antagonist,i,i,i,i,i,i,i,i,i,i
SKKanGAS inh,4,6,·,10,-1,-10,1,-2,-5,9
TRPC6 inhibitor,i,i,i,i,i,i,i,i,i,i
TRPC4 inh,i,i,i,i,i,i,i,i,i,i

31: CCOc1ccc(C(C(=O)NC2CCCCC2)N(C(=O)c2ccco2)c2ccc(-n3cnnn3)c(C)c2)cc1 (stereo not drawn)
32: O=C(COC(=O)CCc1nc2ccccc2s1)Nc1ccc(S(=O)(=O)N2CCOCC2)cc1
33: CC(=O)Nc1ccc(S(=O)(=O)Nc2nc3ccccc3nc2N2CCCC2)cc1
34: COc1cc(C(=S)N2CCCCC2)ccc1OCC(=O)Nc1ccccc1Cl
35: CN(NC(=O)c1ccc(Cl)cc1)c1cccc(Cl)n1
36: C=CCOc1ccccc1CN(CCc1ccccc1)C(=O)c1cccc(S(C)(=O)=O)c1
37: CCOc1ccc(C2C(C#N)=C(N)SC(N)=C2C#N)c(OCC)c1
38: COc1ccc(-c2nc(CCl)cs2)cc1
39: Cc1cc(C)nc(SCc2nnc(SCC(=O)Nc3ccc(C)c(C)c3)n2Cc2ccco2)n1
40: COc1cccc(NC(=O)c2cc([N+](=O)[O-])ccc2NC(=O)CNCC2CCCO2)c1 (stereo not drawn)
compound no.,31,32,33,34,35,36,37,38,39,40
TRPC4 potent,i,i,i,i,i,i,i,i,i,i
HIF activator,-0.2,1.2,0.0,1.0,-0.7,0.3,0.3,1.3,-0.1,0.0
IEC-6 cytotox,-2,·,-7,-9,3,0,3,-2,-4,2
aSyn 5UTR inh,-9,4,7,-33,4,12,-17,-142,16,-9
TRPC6 act,i,i,i,i,i,i,i,i,i,i
KLF5 inh,-7,·,-35,-48,-28,-8,2,-29,-16,-19
TRPC4 act,i,i,i,i,i,i,i,i,i,i
MrgX1 antagonist,i,i,i,i,i,i,i,i,i,i
SKKanGAS inh,0,2,2,-2,6,0,11,1,7,1
TRPC6 inhibitor,i,i,i,i,i,i,i,i,i,i
TRPC4 inh,i,i,i,i,i,i,i,i,i,i

41: NC(=O)C1=CN(Cc2ccc(Cl)cc2)CCC1C(F)(F)F (stereo not drawn)
42: CC1CCCCN1Cc1c(C#N)c2ccccc2n1C (stereo not drawn)
43: CS(=O)(=O)Nc1ccc(C(=O)N2CCCCC2)cc1
44: Cc1ccc(NC(=O)c2ccc(S(=O)(=O)N3CCC(C)CC3)cc2)cc1
45: Cc1ccc(NC(=O)Cn2nc(C)c([N+](=O)[O-])c2C)cc1Cl
46: Oc1ccc(-c2csc(Nc3cccc4ccccc34)n2)cc1O
47: COc1ccc(C(=O)n2cnc(N)n2)cc1
48: CC(c1ccco1)N(C(=O)c1ccc(Cl)s1)c1ccccn1 (stereo not drawn)
49: COc1cc(NC(=O)C2=C(N3CCOCC3)/C(=C\c3ccc(Cl)cc3Cl)CC2)cc(OC)c1OC
50: O=C(CN1CCC(NC(=O)c2ccco2)CC1)Nc1ccccc1C(F)(F)F
51: CN(CCc1ccccn1)C(=O)CCC1CCCN(C(=O)CN2CCCCCC2)C1 (stereo not drawn)
compound no.,41,42,43,44,45,46,47,48,49,50,51
TRPC4 potent,i,i,i,i,i,i,i,i,i,i,i
HIF activator,-0.1,0.1,0.1,-0.6,-0.6,0.6,-0.2,0.5,-0.3,-1.1,-1.0
IEC-6 cytotox,-9,2,-4,2,6,4,-7,-4,-7,10,-4
aSyn 5UTR inh,24,8,-8,44,-19,-7,-2,10,7,0,-9
TRPC6 act,i,i,i,i,i,i,i,i,i,i,i
KLF5 inh,3,-10,4,-14,6,-32,-22,2,-9,0,-1
TRPC4 act,i,i,i,i,i,i,i,i,i,i,i
MrgX1 antagonist,i,i,i,i,·,i,i,i,i,i,i
SKKanGAS inh,-1,-2,-6,-3,4,20,-8,1,7,0,10
TRPC6 inhibitor,i,i,i,i,i,i,i,i,i,i,i
TRPC4 inh,i,i,i,i,i,i,i,i,i,i,i
